RBBP9 inh: human RBBP9 hydrolase inhibition | 220,000 tested, 0.2% active | recombinant RBBP9, FP-Rh probe fluorescence polarization | AID 1515 | inhibition, % at 7.94 µM;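 active means inhibition above the campaign mean of all tested compounds plus 3 SD, cut at about 14% in these data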;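 further: plate controls were DMSO wells with RBBP9 for no effect and wells lacking RBBP9 protein for full effect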
Target sequence (O75884 whole entry, looked up): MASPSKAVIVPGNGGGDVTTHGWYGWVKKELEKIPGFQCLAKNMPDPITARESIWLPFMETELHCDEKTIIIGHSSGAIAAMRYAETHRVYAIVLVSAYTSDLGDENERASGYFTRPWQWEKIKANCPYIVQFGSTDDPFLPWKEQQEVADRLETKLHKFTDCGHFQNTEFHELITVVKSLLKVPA
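Test system – recombinant human RBBP9 · Input – RBBP9 2.5 µM in dispensing solution, pre-mixing · Medium – Tris buffer pH 8.0, NaCl, Pluronic · Schedule – preincubation 30 min plus labeling 45 min at 25 °C · Measured by – fluorescence polarization · Measure – % inhibition · Controls – DMSO and no-protein wells · Replicates – one well per compound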
TRPML3 ag: activates the human TRPML3 channel | Q8TDD5 | 220,000 tested, 0.29% active | HEK293 TRPML3-YFP, Fluo-8 calcium fluorescence; 100% = the carbachol control signal | activation, % at 3 µM;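 active means activation above its plate's cutoff, the mean activation of the plate's test wells plus 3 SD, cut at about 12% in these data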;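 further: 0% = DMSO only wells and 100% = carbachol wells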
Target sequence (Q8TDD5 whole entry, looked up): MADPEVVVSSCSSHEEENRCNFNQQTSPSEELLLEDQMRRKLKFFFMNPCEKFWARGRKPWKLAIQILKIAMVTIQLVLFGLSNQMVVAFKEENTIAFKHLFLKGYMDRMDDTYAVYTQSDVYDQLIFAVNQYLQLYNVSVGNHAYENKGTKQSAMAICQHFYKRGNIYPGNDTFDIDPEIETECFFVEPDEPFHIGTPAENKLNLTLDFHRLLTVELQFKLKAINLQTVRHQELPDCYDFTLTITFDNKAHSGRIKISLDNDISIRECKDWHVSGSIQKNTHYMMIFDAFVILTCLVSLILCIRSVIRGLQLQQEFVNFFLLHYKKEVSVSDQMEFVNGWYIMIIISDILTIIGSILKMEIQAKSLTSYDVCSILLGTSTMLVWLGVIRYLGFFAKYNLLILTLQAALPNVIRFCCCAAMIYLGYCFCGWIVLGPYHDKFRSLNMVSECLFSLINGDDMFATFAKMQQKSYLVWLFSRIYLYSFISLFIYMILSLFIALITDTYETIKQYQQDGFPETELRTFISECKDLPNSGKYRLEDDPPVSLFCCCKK
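system = HEK293 cells stably carrying human TRPML3-YFP | doses = one concentration, 3 µM nominal, 0.3% DMSO | timing = dye loading 1 h 37 °C then 30 min ambient, 125 s read | detection = Fluo-8 calcium dye fluorescence, ex 470-495, em 515-575 nm | benchmarks = high control carbachol 87 µM, low control DMSO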
TNF death inh: TNF-alpha cell death inhibition in Jurkat FADD-/- cells. activation (protection from cell death), % at 10 µM. 220,000 tested, 0.068% active. Jurkat FADD-/- TNF necroptosis rescue, ATP luminescence, 24 h; 0 = TNF only, 100 = no-TNF cells. AID 463075;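 active means activation, meaning protection from cell death, of at least 50% relative to plate controls; inactive means activation below 50%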;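 further: necroptosis triggered by 40 ng/mL TNF-alpha added together with compound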
CHOP inh: blocks CHOP induction under ER stress | CHO-K1 CHOP-promoter luciferase, tunicamycin-induced, 15-18 h | inhibition, % at 10 µM | 220,000 tested, 3.8% active | AID 2732;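 active means compounds that reduced the stress-induced luciferase reporter signal by more than about 70% of percent inhibition, limit read from the data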;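 further: 0% = tunicamycin plus vehicle and 100% = wells without tunicamycin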
Wee1 stabilizer: human Wee1 degradation inhibition, primary screen | reporter increase, % at 5 µM | AID 1321 | HeLa Luc-Wee1K328M stability, luciferase luminescence; 100% = proteasome inhibitor MG132 effect | 220,000 tested, 1.2% active;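 active means activation above the mean of all tested compounds plus 3 SD, set per screening run, cut at about 8.8% in these data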;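 further: cells exposed to compound for 20 h before luminescence read; 0% = DMSO alone and 100% = MG132 at 30 µM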
BaF3 parental: parental Ba/F3 viability inhibition as JAK2V617F counter-screen; CellTiter-Glo ATP luminescence; inhibition, % at 5.6 µM; 220,000 tested, 1.1% active; AID 1486;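 active means inhibition above a per-campaign cutoff, the mean inhibition of all tested compounds plus 3 SD, cut at about 27% in these data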;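 further: 0% = DMSO wells and 100% = JAK Inhibitor I control wells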
zfTRPN1 agonist: activates the zebrafish TRPN1 channel; HEK293 zebrafish TRPN1-YFP, Fluo-8 calcium fluorescence; 100% = response to 87 µM carbachol; activation, % at 3 µM; 220,000 tested, 0.18% active; AID 1424;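 active means activation above its plate's cutoff, the mean activation of test wells on that plate plus 3 SD, cut at about 19% in these data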;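 further: 0% = DMSO alone and 100% = 87 µM carbachol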
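Assay system: Zebrafish TRPN1-YFP in HEK293 cells | Incubation: Dye loading 1 h at 37 °C, then 30 min room temperature | Measured by: Kinetic Fluo-8 fluorescence, ex 470-495, em 515-575 nm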
PPC-1+TRAIL kill: compounds killing PPC-1 cancer cells with TRAIL present (potentiator screen, no TRAIL-free arm). PPC-1 cells + TRAIL, ATPLite viability luminescence. cell killing (% activity), % at 4 µM. 220,000 tested, 0.41% active;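 active means cell killing above 50% in the first pass at 4 µM, then a duplicate retest at 5 µM averaging 50% or more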;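 further: plate controls were cells with TRAIL plus DMSO for no effect and medium-only wells lacking cells for full effect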
Ba/F3 V617F tox: lowers viability of Ba/F3 cells expressing EpoR and JAK2V617F | inhibition, % at 5.6 µM | 220,000 tested, 1.1% active | AID 1446 | ATP luminescence;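 active means inhibition above the campaign mean plus 3 SD over all tested compounds, cut at about 24% in these data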;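 further: cytokine-independent growth of Ba/F3 cells driven by EpoR plus mutant JAK2; 0% = DMSO-treated cells and 100% = JAK inhibitor I control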
* hit, by the source's call; / = not tested or not shown.

SMILES	RBBP9 inh	TRPML3 ag	TNF death inh	CHOP inh	Wee1 stabilizer	BaF3 parental	zfTRPN1 agonist	PPC-1+TRAIL kill	Ba/F3 V617F tox
O=C(O)c1ccccc1-n1c(-c2ccccc2)cc2c1CCCC2=O	-8	0.7	-0.6	6	6	5	1.3	-14	5
COc1cccc(C2CC(c3ccccc3Cl)n3ncnc3N2)c1 (centres undefined)	-1	0.8	1.4	-18	6	4	2.3	8	-4
CCS(=O)(=O)N1CCN(C(=O)C(c2ccccc2)c2ccccc2)CC1	-1	0.6	0.1	-6	-2	3	2.4	12	-3
CCOC(=O)/C(C#N)=C\c1ccco1	-9	0.7	-1.3	30	-1	1	0.9	-19	-1
Cc1nc2scc(-c3cccs3)c2c(=O)n1CC(=O)O	-6	0.5	1.5	-18	1	1	0.4	-2	-5
O=C(Cc1cccs1)Nc1nnc(SCc2ccc(C(F)(F)F)cc2)s1	8	0.9	1.0	52	0	6	-0.1	-5	2
CCOC(=O)CN1NC2(CCCC(C)C2)NC1=S (centres undefined)	6	0.8	0.6	-4	-1	4	0.5	-9	-1
CC(=O)[C@@H]1[C@@H]2C(=O)N(Cc3ccccc3)C(=O)[C@@H]2C2c3ccccc3C=CN21 (some centres undefined)	-3	1.4	-1.1	0	2	2	2.4	2	3
C=C(C)CSc1nnc(CCNC(=O)OC(C)(C)C)o1	-1	0.1	-3.3	0	0	4	2.2	-4	4
COc1ccc([N+](=O)[O-])cc1NS(=O)(=O)c1ccc(C)cc1	-3	0.9	2.2	16	0	-3	1.6	-6	0
COCCNC(=O)c1cc(-c2ccncc2)nc2ccc(S(=O)(=O)N3CCOCC3)cc12	-8	0.7	0.5	16	0	2	0.5	-1	-3
Cn1c(SCC(=O)Nc2ccc(N3CCOCC3)c(Cl)c2)nnc1-c1ccccc1	-4	1.9	-5.1	/	0	12	-1.3	/	2
O=C(CN1CCCCC1)Nc1ccccc1Cl	-1	-0.1	-0.2	10	4	5	0.9	12	2
COc1ccc(-c2ocnc2C(=O)Nc2ccccc2N2CCCCC2)cc1	-2	0.7	3.1	41	-2	0	0.1	13	-1
CC(=O)Nc1ccc(C(=O)N2CCN(C(=O)c3ccco3)CC2)cc1	-7	0.7	-1.3	-1	0	4	0.2	-30	2
Nc1nc(SCC(=O)OCc2ccccc2)[nH]c(=O)c1NC(=O)c1ccco1	-6	1.2	1.4	-8	-1	2	0.7	5	-5
COc1ccc(N2C(=O)CC(N(CCc3ccccc3)C(=O)c3ccccc3)C2=O)cc1 (centres undefined)	-10	-0.3	1.2	0	-3	0	0.3	-11	1
Cc1ccc(NC(=O)C(=O)N2CCCC2)cc1Cl	0	1.1	4.7	-8	2	8	-1.5	-6	-1
Cc1cccc(Oc2coc3cc(OC(=O)c4cncc(Br)c4)ccc3c2=O)c1	-3	0.8	0.5	7	0	0	0.5	3	-3
Cc1nc(Cl)c2c(n1)NC(=O)CO2	-5	-0.3	-0.5	-13	1	-2	0.0	-1	3
CC1CC(=O)Nc2ccccc2N1S(=O)(=O)c1ccc(Br)cc1 (centres undefined)	4	0.6	-3.4	21	-1	3	0.6	1	-3
CCOC(=O)Cn1c(=O)oc2cc(S(=O)(=O)N3CCC(N4CCCCC4)CC3)ccc21	-5	0.6	-0.7	13	0	10	1.2	24	1
O=C(O)c1ccc2c(=O)n(-c3ccc(F)cc3)c(=S)[nH]c2c1	8	1.0	1.2	0	-3	-6	0.8	-16	-1
O=C(CN1CCN(c2nc(-c3ccccc3)cs2)CC1)NNC(=O)c1ccc(Br)cc1	-9	-0.1	1.0	62	1	1	-1.2	-10	-1
O=c1[nH]c(=O)n(-c2ccc(F)cc2)c2c1C(C(F)(F)F)(C(F)(F)F)N=C(c1ccc(F)cc1)N2	-4	1.4	-4.3	43	5	7	1.2	1	1
N#Cc1cc(N)ccc1Sc1ccc(Cl)cc1	-5	-1.4	-4.7	63	-2	4	-2.7	19	-3
Cn1c(CSCc2ccccc2)nnc1SCC(=O)Nc1ccc(C(=O)O)cc1	9	0.8	0.0	20	1	5	-0.1	14	2
CCCC(C)NC(=O)COc1ccc(Sc2ccc(OCC(=O)NC(C)CCC)cc2)cc1 (centres undefined)	-5	0.5	2.6	57	4	6	1.3	10	-1
Nc1nnnn1N=C1CCCCC1	-9	0.3	0.3	1	-2	5	0.5	0	-1
Cc1csc(Nc2ccc(Cl)cc2)[n+]1-c1ccc(Cl)cc1	-9	0.1	53*	36	0	1	-1.6	-1	6

2 of these compounds in another layout.
canonical_smiles: Cn1c(CSCc2ccccc2)nnc1SCC(=O)Nc1ccc(C(=O)O)cc1
  RBBP9 inh: 9 | TRPML3 ag: 0.8 | TNF death inh: 0.0 | CHOP inh: 20 | Wee1 stabilizer: 1 | BaF3 parental: 5 | zfTRPN1 agonist: -0.1 | PPC-1+TRAIL kill: 14 | Ba/F3 V617F tox: 2
canonical_smiles: CCCC(C)NC(=O)COc1ccc(Sc2ccc(OCC(=O)NC(C)CCC)cc2)cc1 (centres undefined)
  RBBP9 inh: -5 | TRPML3 ag: 0.5 | TNF death inh: 2.6 | CHOP inh: 57 | Wee1 stabilizer: 4 | BaF3 parental: 6 | zfTRPN1 agonist: 1.3 | PPC-1+TRAIL kill: 10 | Ba/F3 V617F tox: -1

More structures follow.
SMILES	RBBP9 inh	TRPML3 ag	TNF death inh	CHOP inh	Wee1 stabilizer	BaF3 parental	zfTRPN1 agonist	PPC-1+TRAIL kill	Ba/F3 V617F tox
CC1Cc2cc(/C(O)=C3/C(=O)C(=O)N(CCN4CCOCC4)C3c3cccc(Cl)c3)ccc2O1 (centres undefined)	-6	-0.1	0.4	-12	-2	0	-1.0	19	-2
Cc1cc(C)c2c(n1)nn1c(-n3ccnc3)cc(C)nc21	-2	1.0	-2.5	/	3	1	0.7	5	-2
Cc1nn(CC(=O)Nc2ccc3c(c2)nc2n3CCN(C3CCCCC3)C2)c(=O)c2ccccc12	-4	0.9	0.6	65	7	5	1.3	6	0
COc1ccc(N2Cc3ccccc3/C2=N\C(=O)Nc2ccccc2)cc1	-4	0.8	0.4	11	1	4	0.4	-16	-1
CS(=O)(=O)N(CC(=O)N1CCCCC1)c1ccc2c(c1)OCO2	-5	0.5	5.5	11	-2	3	-0.5	-23	-3
COc1ccc(OC)c(CN(CCCN2CCOCC2)C(=O)Nc2ccccc2)c1	2	0.6	-0.1	2	2	1	-0.4	33	-3
CCOC(=O)C1CCN(C(=O)COc2ccc(Br)cc2)CC1	6	0.6	-0.4	34	-2	1	0.3	7	4
Cc1ccc2nc(-c3ccncc3)cc(C(=O)NCCc3ccc(F)cc3)c2c1	0	0.5	1.9	18	-1	2	0.5	29	1
Cn1c(=O)c2c(nc(CN3CCC(C(N)=O)CC3)n2Cc2ccccc2F)n(C)c1=O	-3	0.4	0.1	-30	-1	1	0.4	5	1
COc1ccccc1N1CCN(C(=O)CSc2nnc3n2C(C)(C)Cc2ccccc2-3)CC1	-8	4.3	-10	/	-1	10	7.4	3	2
S=C(NCc1ccccc1)N1CCN(c2ccccc2)CC1	-8	0.7	0.6	13	2	0	1.9	8	2
O=C(NCCCO)C(=O)NCc1ccncc1	-3	0.2	-0.4	21	-3	0	0.9	4	-3
COc1cccc(C(=O)Nc2cc(NC(=O)c3ccco3)ccc2OC)c1	-8	0.3	-0.2	16	-1	6	-0.9	-1	-1
Cc1ccc(NC(=O)CCn2cccc2)cc1C	-5	0.4	1.2	17	-2	2	-1.2	18	-4
Cc1ccc(Sc2c([N+](=O)[O-])ncn2C)cc1	3	-0.6	-4.6	-17	-1	4	-1.6	28	1
CCOC(=O)C1CCN(c2c(N(C)Cc3ccco3)c(=O)c2=O)CC1	-6	0.0	0.0	42	2	3	-0.5	12	0
CN(Cc1cnccn1)Cc1cn(Cc2ccccc2)nc1-c1ccc2c(c1)OCO2	2	0.6	2.0	17	-2	2	-0.2	8	1
CN(C)S(=O)(=O)Oc1ccsc1C(=O)Nc1ccc(C(F)(F)F)cc1	-1	1.3	4.9	15	-2	-1	1.7	23	-2
CCOc1ccc(CNC(=O)NS(=O)(=O)c2ccc(OC)cc2)cc1	-3	-0.1	0.4	25	-2	3	0.8	-3	-2
Cc1nc2sc(C(c3cccc(F)c3)N3CCC(C)CC3)c(O)n2n1 (centres undefined)	6	-0.3	-2.0	24	2	4	1.0	20	-3
CC(=O)Oc1ccc(N(C(C)=O)S(=O)(=O)c2cccs2)cc1	7	-0.1	3.0	17	-1	4	0.3	6	-3
O=C(NC1CCCC1)c1cnn2c(C(F)(F)F)cc(-c3ccco3)nc12	-12	0.3	-5.7	12	4	6	-1.9	-3	-1
O=C(Nc1ccc(F)cc1)Nc1cc(OCC(F)(F)F)cc(OCC(F)(F)F)c1	-26	4.1	-3.0	102*	1	2	6.4	34	6
CCC(Cc1ccccc1)NC(=O)C1CCN(S(=O)(=O)c2c(C)noc2C)CC1 (centres undefined)	-10	0.3	1.3	15	3	0	-1.8	16	-3
CC1(C)CC(=O)c2cc(OCC(=O)NCCN3CCOCC3)ccc2O1	1	0.8	0.7	24	-1	1	-0.1	15	-1
O=C1c2ccccc2C(Nc2cccnc2)N1Cc1ccccc1Cl (centres undefined)	0	-0.5	0.8	18	-1	1	-0.8	11	2
COc1ccc(N=C2SC(CC(=O)Nc3ccccc3)C(=O)N2CCc2ccccn2)cc1 (centres undefined)	-6	-0.1	4.1	1	-2	5	-0.7	38	2
CC(NCc1ccccc1)c1ccccc1O (centres undefined)	-1	1.1	2.7	5	1	0	1.1	-6	1
CCC(C(=O)NC1CCCCC1)n1c(SCc2cccc(C)c2)nc2ccncc21 (centres undefined)	-2	1.8	7.9	15	-1	9	-1.2	-1	5
COc1ccccc1N1CCN(CCNC(=O)Nc2cccc(C)c2C)CC1	-2	1.0	6.5	48	-2	10	2.1	16	6
O=C(NCCN1CCN(c2ccccc2F)CC1)C1CCCN(S(=O)(=O)c2cnc[nH]2)C1 (centres undefined)	-7	-0.5	1.3	9	-1	0	0.1	8	-4
CCOC(=O)c1sc(NC(=S)NC(=O)c2ccco2)nc1C	5	0.5	-0.9	-13	0	0	-0.5	-14	-5
O=C1/C(=C/c2ccco2)SC(=S)N1C1CCS(=O)(=O)C1 (centres undefined)	-6	0.2	-4.2	-23	6	8	0.0	5	2
Cc1ccc(N(CC(O)Cn2c3ccccc3c3ccccc32)S(C)(=O)=O)cc1 (centres undefined)	-1	0.8	-2.8	83*	4	7	-0.2	-4	1
O=C(COC(=O)CNC(=O)c1cccc([N+](=O)[O-])c1)Nc1cccc(S(=O)(=O)N2CCCCC2)c1	-5	0.8	-0.2	23	0	6	1.1	23	2
CN(C)CCCN1C(=O)c2cccc3c(Br)ccc(c23)C1=O	-10	1.2	-7.5	5	0	0	-0.3	11	1

Compound activity (PubChem BioAssay)
